EWS-Fli inh: inhibitors of EWS/Fli oncoprotein transcriptional activity. A673 NR0B1-luciferase reporter, viability-normalised. inhibition, % at 12.6 µM. actives 0.67% (n = 350,000);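 active = mean inhibition of at least 50% after viability correction, with every replicate also passing that limit; inconclusive = mean reaches 50% but only one of two replicates passes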;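 also: firefly luciferase signal divided by Alamar Blue viability fluorescence both relative to DMSO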
PAX8 reporter: inhibitors of PAX8 transcriptional activity in RMG-I cells. AID 652154. actives 1.2% (n = 360,000). RMG-I TPO-luciferase reporter, SteadyGlo, 24 h. inhibition, % at 12.6 µM;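 active = mean replicate inhibition at least 60% with every replicate also reaching 60%; inconclusive = only one of the two criteria is met; inactive = mean below 60% and not all replicates reaching 60%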;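 also: luciferase light reporting Pax8 driven TPO promoter activity; plate controls were median of neutral control wells for no effect and mitoxantrone controls for full effect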
LGR2 inh: Drosophila LGR2 receptor signaling inhibition. HEK293 LGR2, CRE-luciferase, bursicon-stimulated, 4 h. inhibition, % at 9.99 µM. actives 0.35% (n = 380,000). AID 720647;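 active = drop in luminescence signal, shown as inhibition above about 50% in the replicate tests, limit read from the data, passing the limit was not always enough; inconclusive = probably only some replicates passing the limit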;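 also: agonist challenge used bursicon conditioned medium at about half maximal strength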
SIRT5 inh: inhibitors of human sirtuin-5 desuccinylase; Purified SirT5, succinyl-peptide AMC, trypsin-coupled fluorescence; inhibition, % at 15 µM; actives 1.1% (n = 330,000); in the data active = inhibition above about 15%; inconclusive = no clear call, values can overlap the other calls
Target sequence (Q9NXA8 whole entry, looked up): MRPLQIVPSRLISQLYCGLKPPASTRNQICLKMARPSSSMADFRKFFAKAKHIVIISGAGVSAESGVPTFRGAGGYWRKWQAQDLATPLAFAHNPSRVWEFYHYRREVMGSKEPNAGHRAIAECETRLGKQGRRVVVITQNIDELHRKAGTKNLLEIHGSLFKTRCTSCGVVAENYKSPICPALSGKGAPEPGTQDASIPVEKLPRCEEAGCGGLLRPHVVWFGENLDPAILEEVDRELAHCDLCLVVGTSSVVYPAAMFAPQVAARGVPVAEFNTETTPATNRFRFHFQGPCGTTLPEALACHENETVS
ARNT-TACC3 inh: ARNT/TACC3 interaction disruption; actives 0.66% (n = 390,000); Q9Y6A5; AlphaScreen His-ARNT PAS-B/GST-TACC3 binding, luminescence; TACC3 fragment carries E629A point mutation; inhibition, % at 9.99 µM;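 active = mean inhibition of replicates at least 50% and at least half of replicates each reaching 50%; inconclusive = half or more replicates reach 50% but mean below 50%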;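 also: 0% = complete ARNT plus TACC3 wells and 100% = ARNT alone without TACC3; many hits fall short of the cut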
DENV2 CPE: inhibitors of DENV2 cytopathic effect; DENV2-infected cells, cytopathic effect rescue, plate reader; actives 1.7% (n = 350,000); AID 651640; CPE inhibition, % at 9.99 µM; in the data active = CPE inhibition above about 20%, passing the limit was not always enough; inconclusive = no clear call, values can overlap the other calls; tested in BHK-21 cells;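 also: 0% = median of neutral control wells and 100% = median of positive control wells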
CASP6 VEID inh: inhibitors of human caspase-6; P55212; actives 0.53% (n = 350,000); purified caspase-6, Z-VEID-R110 cleavage fluorescence; AID 686996; inhibition, % at 12.5 µM;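 active = mean inhibition across replicates at least about 35%, with every replicate also reaching that limit, limit read from the data; inconclusive = only one of the two criteria met; inactive = neither criterion met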;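 also: 0% = median of neutral control wells and 100% = no fluorescence left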
Target sequence (P55212 24-179 limits assumed): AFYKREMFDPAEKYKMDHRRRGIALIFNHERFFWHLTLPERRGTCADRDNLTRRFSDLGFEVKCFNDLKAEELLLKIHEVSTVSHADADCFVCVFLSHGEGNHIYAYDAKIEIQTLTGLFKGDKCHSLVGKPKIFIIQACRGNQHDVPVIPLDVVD
Target sequence (P55212 194-293 limits assumed): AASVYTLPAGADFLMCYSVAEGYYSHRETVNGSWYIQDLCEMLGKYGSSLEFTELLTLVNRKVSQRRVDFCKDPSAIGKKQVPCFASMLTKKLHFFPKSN
* marks the source's active call; other numbers are inactive results; ? = inconclusive; nt = no result given; & = joins results of further samples.

Second line of a record: EWS-Fli inh, PAX8 reporter, LGR2 inh, SIRT5 inh, ARNT-TACC3 inh, DENV2 CPE, CASP6 VEID inh
1. Cn1c(N)c(C(=O)CSc2nnnn2-c2ccccc2)c(=O)n(C)c1=O
  1, -14, 3, 2, -7, -5, 0
2. Cc1ccc(S(=O)(=O)Nc2ccc3c(c2)CC(=O)N([C@H](C)CO)C[C@@H](C)[C@H](CN(C)C)O3)cc1
  11, -20, -11, 1, nt, 0, -1
3. O=S(=O)(NCc1csc(-c2cccnc2)n1)c1ccc(F)cc1
  -1, -22, 7, -3, -3, 6, -1
4. CC(C)CCNC(=O)c1ccccc1NC(=O)C1=CSCCO1
  nt, 11, 11, 0, -3, -2, 0
5. CCC(=O)N1C[C@H](C)[C@@H](OC)CN(C)C(=O)c2cc(NS(=O)(=O)CC)ccc2OC[C@@H]1C
  -3, 10, 1, 0, -5, 8, 0
6. O=C(O)C(O)Cc1c[nH]c2ccccc12 (configuration not stated)
  14, nt, 1, -3, 2, -4, -3
7. Cc1oc2c(c1C(=O)O)C(=O)c1ccccc1C2=O
  -39, 30, -6, nt, 29, 2, 58*
8. COc1ccc([C@@H]2Sc3ccccc3N(CCN(C)C)C(=O)[C@@H]2OC(C)=O)cc1
  -12, 3, 6, -3, -1, ?, 3
9. Cc1nn2c(-c3cccc(NC(=O)CN4CCOCC4)c3)nnc2c2ccccc12
  -10, nt, -3, -1, nt, -1, 4
10. Cc1ccc(NC(=O)c2ncn(CCCNCC3CCCO3)n2)cc1C (configuration not stated)
  -5, -3, -4, -2, 4, 9, -6
11. COc1ccc(-c2nnn(CC(=O)N(CCO)C(C(=O)NC3CCCC3)c3ccncc3)n2)cc1 (configuration not stated)
  7, 7, 2, -3, -5, nt, 2
12. Cc1ccc(NC(=O)COC(=O)/C=C/c2cccs2)c(C)c1
  nt, 10, -10, nt, 2, nt, nt
13. C[C@@H]1CN([C@H](C)CO)C(=O)c2cccc(NS(=O)(=O)c3ccc(Cl)cc3)c2O[C@H]1CN(C)C
  -4, -17, -8, -2, -1, 1, 2
14. CCCC(=O)Nc1nnc(SCC(=O)Nc2nc(C)cs2)s1
  -2, nt, 0, -6, 0, 7, -3
15. COc1ccc(C(C)(C)C)cc1NC(=O)COC(=O)C1=NNC(=O)CC1
  3, -19, 9, 0, 0, 13, -2
16. COc1cc2c(c(OC)c1OC)-c1c(cc3c(c1OC)OCO3)C1OC2[C@@H](C)[C@H]1C (some centres not stated)
  4, -21, 3, -1, 3, -1, 1
17. O=C(Nc1ccc2c(c1)[C@@H]1C[C@@H](CC(=O)N3CCc4ccccc4C3)O[C@H](CO)[C@@H]1O2)c1ccc2c(c1)OCO2
  -19, 0, 7, 1, 14, -4, 1
18. C[C@@H]1CN([C@@H](C)CO)C(=O)c2cc(C#Cc3cccc(F)c3)cnc2O[C@@H]1CN(C)C(=O)c1ccccc1F
  -8, nt, 17, -4, 1, 11, 1
19. CC(C)CC(=O)Nc1sc2c(c1C(=O)O)CCCCC2
  -9, 5, 7, 2, 1, 3, 3
20. O=C(C[C@@H]1CC[C@@H]2[C@H](COC[C@H](O)CN2C(=O)c2ccccc2)O1)NCCCN1CCOCC1
  2, 5, 0, 0, -7, 2, -3

Random excerpt: three entries already listed, in no set order.
Second line of a record: EWS-Fli inh, PAX8 reporter, LGR2 inh, SIRT5 inh, ARNT-TACC3 inh, DENV2 CPE, CASP6 VEID inh
17. O=C(Nc1ccc2c(c1)[C@@H]1C[C@@H](CC(=O)N3CCc4ccccc4C3)O[C@H](CO)[C@@H]1O2)c1ccc2c(c1)OCO2
  -19, 0, 7, 1, 14, -4, 1
15. COc1ccc(C(C)(C)C)cc1NC(=O)COC(=O)C1=NNC(=O)CC1
  3, -19, 9, 0, 0, 13, -2
10. Cc1ccc(NC(=O)c2ncn(CCCNCC3CCCO3)n2)cc1C (configuration not stated)
  -5, -3, -4, -2, 4, 9, -6

Later entries.
Second line of a record: EWS-Fli inh, PAX8 reporter, LGR2 inh, SIRT5 inh, ARNT-TACC3 inh, DENV2 CPE, CASP6 VEID inh
21. COc1ccc(NS(=O)(=O)c2cc(NC(=O)c3nc4nc(C)cc(C)n4n3)ccc2C)cc1
  0, 2, nt, 0, 10, -7, -1
22. COc1ccc(CN2CCN(C(=O)Cn3nc(C(=O)O)c4ccccc4c3=O)CC2)cc1F
  6, 7, -2, 0, 8, 0, nt
23. COc1c(C)cc(C(=O)C2CCCN(C(=O)c3cccc(F)c3)C2)cc1C (configuration not stated)
  4, 6, 10, 5, -31, -1, 0
24. CS(=O)(=O)c1ccc(NC(=O)c2cc3c(cc2Cl)N2CCCCCC2=NS3(=O)=O)cc1
  -1, 5, -1, -4, nt, -9, -85
25. C[C@@H]1CN([C@H](C)CO)C(=O)c2cc(NC(=O)Nc3ccc(C(F)(F)F)cc3)ccc2O[C@H]1CN(C)Cc1ccc2c(c1)OCO2
  7, nt, 9, -7, -6, 1, -2
26. COc1cccc(N2C(=NC(=O)C3CCCO3)SC3CS(=O)(=O)CC32)c1 (configuration not stated)
  nt, -6, -8, -7, 6, 2, -2
27. COc1ccc(NC(=O)Nc2cccc3c2O[C@H](CN(C)CC2CC2)[C@@H](C)CN([C@H](C)CO)C3=O)cc1
  -21, -71, 4, 9, 0, 8, -1
28. C[C@H](CO)N1C[C@H](C)[C@H](CN(C)C(=O)NC2CCCCC2)OCCCC[C@H](C)Oc2ccc(NS(=O)(=O)c3cccs3)cc2C1=O
  26, 0, -24, 4, 1, -6, 1
29. O=C(C[C@@H]1C=C[C@@H](NS(=O)(=O)c2ccc(F)cc2)[C@@H](CO)O1)N1CCc2ccccc2C1
  nt, 0, -7, -1, nt, -7, -1
30. O=C(NCCCn1ccnc1)/C(=C\c1cccs1)NC(=O)c1ccccc1
  nt, -5, 11, nt, 2, nt, nt
31. C[C@H]1CN([C@@H](C)CO)C(=O)c2cccc(NC(=O)NC3CCCCC3)c2O[C@H]1CN(C)S(=O)(=O)c1ccccc1
  27, -2, 5, 0, 5, 6, 3
32. CN1CCN(C(=O)C[C@@H]2C[C@@H]3c4cc(NC(=O)CC5CC5)ccc4O[C@@H]3[C@H](CO)O2)CC1
  -4, nt, -9, -3, -30, -2, 1
33. C[C@@H]1CN([C@H](C)CO)C(=O)c2cccc(NC(=O)NC3CCCCC3)c2O[C@H]1CN(C)S(=O)(=O)c1ccc(F)cc1
  -1, 0, 12, -1, -3, 0, 1
34. O=S(=O)(N[C@H]1CC[C@H](CCNS(=O)(=O)c2ccccc2Cl)O[C@H]1CO)c1ccccc1
  7, -11, -5, 3, -12, -1, 3
35. COc1ccc(-c2cc(=O)oc3c(C)c(OC(C)C(=O)NCc4ccccn4)ccc23)cc1 (configuration not stated)
  20, nt, nt, nt, -3, 4, -1
36. Cc1cc(Br)ccc1S(=O)(=O)NCc1ccccc1
  -5, 9, 5, -3, -1, -1, 3
37. Cc1nc2sccn2c(=O)c1S(=O)(=O)Nc1ccc(N2CCN(C)CC2)cc1
  -5, 16, 4, 4, -10, 0, -3
38. O=C(Nc1ccccc1)N1CCCCN2[C@H](CO)[C@H](c3ccc(C#Cc4ccccc4)cc3)[C@@H]2C1
  16, 35, 4, 3, 18, 5, -2
39. CN(Cc1ccccc1F)C(=O)c1ccccc1Sc1ccccc1C#N
  nt, 16, 28, -2, -1, -3, -14
40. Cc1nn(-c2ccccc2)c(C)c1C(=O)OCC(=O)N(C)c1c(N)n(Cc2ccccc2)c(=O)[nH]c1=O
  -4, nt, 9, -2, 1, -2, -2

Along the list, as entered above.
CASP6 VEID inh, nos. 30–40: nt, 3, 1, 1, 3, -1, 3, -3, -2, -14, -2
ARNT-TACC3 inh, nos. 30–40: 2, 5, -30, -3, -12, -3, -1, -10, 18, -1, 1

The results go on:
Second line of a record: EWS-Fli inh, PAX8 reporter, LGR2 inh, SIRT5 inh, ARNT-TACC3 inh, DENV2 CPE, CASP6 VEID inh
41. O=C(C[C@H]1CC[C@@H]2[C@H](COC[C@H](O)CN2S(=O)(=O)c2ccccc2)O1)NCCN1CCCCC1
  -1, 0, 1, -1, -18, 2, 1
42. C[C@@H]1CN([C@@H](C)CO)C(=O)Cc2cc(NC(=O)CCCN(C)C)ccc2O[C@H]1CN(C)C(=O)Nc1ccccc1
  ?, -12, 8, 5, nt, -10, 0
43. Cc1nn(C)c(C)c1/C=C/C(=O)O
  5, -2, 7, 5, 3, 5, 1
44. O=S(=O)(c1ccc(Cl)c(C(F)(F)F)c1)N1CCN(CC(O)COc2ccccc2F)CC1 (configuration not stated)
  3, -56, 3, -4, 8, -4, 1
45. O=C(NCc1nnc(SCC(=O)N2CCCC2)o1)c1ccc(F)cc1
  -8, 1, 16, -2, 3, 1, -1
46. FC(F)c1nnc2c(Cl)cc(C(F)(F)F)cn12
  -4, 12, nt, -4, 0, nt, -2
47. O=C(NCC[C@H]1CC[C@H](NS(=O)(=O)c2ccc(Cl)cc2)[C@@H](CO)O1)Nc1ccc(F)cc1
  -15, -3, -24, -14, nt, 18, -130
48. CC(C)NC(=O)N(C)C[C@H]1Oc2cc(Br)ccc2S(=O)(=O)N([C@H](C)CO)C[C@H]1C
  -2&-5&-3, -8, -4&-12, -4&3&10, -6&-4, ?, -3&-1&0
49. O=C(NN1C(=O)C2C3C=CC([C@H]4CC34)[C@@H]2C1=O)c1ccc(Br)cc1 (some centres not stated)
  6, 18, -10, -2, -3, -8, -3
50. Cn1c(N)c(C(=O)COC(=O)CCOc2ccc(C(C)(C)C)cc2)c(=O)n(C)c1=O
  7, -10, -24, -2, 1, -8, 4
51. COc1ccc2cc(-c3nc4ccccc4n3C)c(=O)oc2c1
  -82, nt, -35, -2, -24, 1, -3
52. CCC(=O)N(Cc1cc(=O)[nH]c2ccccc12)c1ccc(C)cc1C
  3, 23, -16, 0, -7, -4, 6
53. N#Cc1ccc(OCC(=O)NCCN2CCOCC2)cc1
  3, -10, 3, -1, -5, -3, 0
54. CC(C)C#Cc1cnc2c(c1)C(=O)N([C@H](C)CO)C[C@H](C)[C@@H](CN(C)C(=O)c1cccnc1)O2
  -16, -55, -4, -4, 9, 19, 0
55. CCOCCOc1cc(NCc2ccccc2)c2ncn(C(C)C)c2c1
  12, 9, 48, nt, 19*, 10, 41*
56. CCC(=O)Nc1ccc2c(c1)OC[C@H](C)N(Cc1ccccc1F)C[C@@H](C)[C@H](OC)CN(C)C2=O
  -6, 2, 7, 8, -2, -9, 2
57. CCOC(=O)c1cc2c(c(-c3ccccc3)n1)[C@H](CCO)N(S(=O)(=O)C(C)(C)C)C2
  2, -3, -31, -3, -1, 1, 3
58. Cc1cc(C)cc(NS(=O)(=O)c2ccc3[nH]c(=O)ccc3c2)c1
  19, 10, -1, -3, -4, 3, -2
59. S=c1[nH]nc(C2CCCCC2)n1/N=C/c1ccccc1Br
  4, -7, 7, -1, 2, 8, 2
60. CCc1noc(C)c1C(=O)Nc1ccccc1N1CCOCC1
  0, 5, 7, -7, 0, -7, 0

Among those listed so far, these contain a cyano group.
Second line of a record: EWS-Fli inh, PAX8 reporter, LGR2 inh, SIRT5 inh, ARNT-TACC3 inh, DENV2 CPE, CASP6 VEID inh
39. CN(Cc1ccccc1F)C(=O)c1ccccc1Sc1ccccc1C#N
  nt, 16, 28, -2, -1, -3, -14
53. N#Cc1ccc(OCC(=O)NCCN2CCOCC2)cc1
  3, -10, 3, -1, -5, -3, 0

Assay outcomes deposited in PubChem by Broad Institute.
